Source: PubChem (National Center for Advancing Translational Sciences (NCATS))
RECQ1 helicase: RECQ1 (human) helicase inhibition; P46063; RECQ1 DNA unwinding, red fluorescence kinetic read; Potency, µM (top dose mostly 57.3 µM), inactives show at the highest dose activity, negative = inhibition, most hits filed as inhibitors; 240,000 compounds, 0.54% hits;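 further: plate controls were vehicle for no effect and no enzyme for full effect; nearly all actives have a fitted effect of over 30% in size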
Target sequence (P46063 whole entry, looked up): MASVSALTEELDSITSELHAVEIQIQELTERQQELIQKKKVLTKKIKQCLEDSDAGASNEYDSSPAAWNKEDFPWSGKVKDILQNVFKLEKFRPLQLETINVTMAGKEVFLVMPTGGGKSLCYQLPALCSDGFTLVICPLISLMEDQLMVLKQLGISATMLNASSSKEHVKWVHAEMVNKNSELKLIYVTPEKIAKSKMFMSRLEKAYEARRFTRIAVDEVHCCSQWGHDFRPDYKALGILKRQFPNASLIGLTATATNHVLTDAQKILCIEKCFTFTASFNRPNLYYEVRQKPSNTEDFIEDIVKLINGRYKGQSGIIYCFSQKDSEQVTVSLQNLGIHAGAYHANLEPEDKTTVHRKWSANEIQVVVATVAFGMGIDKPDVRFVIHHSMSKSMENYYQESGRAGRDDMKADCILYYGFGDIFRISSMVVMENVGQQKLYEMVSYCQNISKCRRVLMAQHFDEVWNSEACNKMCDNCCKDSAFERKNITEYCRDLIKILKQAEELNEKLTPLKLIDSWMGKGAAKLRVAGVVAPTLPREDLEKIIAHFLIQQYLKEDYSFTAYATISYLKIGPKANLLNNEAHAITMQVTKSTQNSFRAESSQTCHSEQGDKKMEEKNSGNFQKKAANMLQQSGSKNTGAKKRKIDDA
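50 nM RECQ1T1 preincubated 15 min with compound in Tris pH 8.0 buffer with MgCl2, DTT, Tween-20 and 2.5 ug/ml poly(dI-dC); started with 200 nM TAMRA/BHQ-2 forked duplex and 2 mM ATP. Unwinding read as fluorescence (525/598 nm), two reads 2 h apart.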
L3MBTL1 block: blocks human L3MBTL1; AID 485360; AlphaScreen L3MBTL1–H3K9me1 peptide binding; Q9Y468; Potency, µM (doses to about 57.1 µM), inactives show at the highest dose activity, negative = inhibition, hits mostly inhibitors; 230,000 compounds, 0.66% hits; further: on the % scale 0 is the no-effect control and ±100 the full control effect; nearly all actives have a fitted effect of over 60% in size
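L3MBTL1 (50 nM) pre-complexed 30 min with biotinylated H3(1-15)K9me1 peptide (75 nM), then compounds added for 30 min at room temperature; AlphaScreen streptavidin donor/nickel chelate acceptor beads (10 ug/mL final) read after 30 min dark incubation.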
LMNA splice mod: modulators of lamin A splicing | HeLa LMNA splicing GFP/RFP minigene ratio, 48 h | Potency, µM (doses to about 46.1 µM), for the others: at the highest dose ratio change, negative = inhibition, actives largely listed as inhibitors | 200,000 compounds, 0.01% hits; active means well fitted inhibition curve with a large enough effect in the signal ratio, with a control signal flat, not every such curve was filed as active; inconclusive means small, poorly fitted or top-dose-only effect, or effect the other way, or a change in a side signal; the % refers to the signal ratio; further: on the % scale 0 is the no-effect control and ±100 the full control effect
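S3 HeLa cells stably expressing lamin A-EGFP splicing minigene plus DsRed2, 600 cells/well, 48 h compound exposure at 37C. Laser-scanning cytometry; analysed as GFP (500-530 nm)/RFP (575-640 nm) total intensity ratio; 0.5% DMSO vehicle.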
ALDH1A1 block: inhibitors of human aldehyde dehydrogenase 1A1. P00352. Purified ALDH1A1, NADH fluorescence, propionaldehyde substrate. Potency, µM (doses to about 75.3 µM), inactives show at the highest dose activity, negative = inhibition, actives largely listed as inhibitors. 220,000 compounds, 7.3% hits. AID 1030; active means well fitted inhibition curve with a large enough effect, not every such curve was filed as active; inconclusive means small, poorly fitted or top-dose-only effect, or another doubt; inactive means no such curve, though single readings can be large or run the other way;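 further: plate controls were no enzyme wells and a reference inhibitor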
JMJD2E inh: inhibitors of human JMJD2E histone demethylase; B2RXH2; JMJD2E catalytic domain, FDH-coupled NADH fluorescence (FDH is formaldehyde dehydrogenase); Potency, µM (top dose mostly 57.1 µM), for inactives: at the highest dose activity change, negative = inhibition, hits mostly inhibitors; 230,000 compounds, 1.6% hits; AID 2147; active means well fitted inhibition curve with a large enough effect, not every such curve was filed as active; inconclusive means small, poorly fitted or top-dose-only effect, or another doubt; inactive means no such curve, though single readings can be large or run the other way;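 further: 0% = wells with enzyme and -100% = buffer wells without enzyme; nearly all actives have a fitted effect of over 50% in size; many of its hits are not listed in these tables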
Target sequence (B2RXH2 1-337 limits assumed): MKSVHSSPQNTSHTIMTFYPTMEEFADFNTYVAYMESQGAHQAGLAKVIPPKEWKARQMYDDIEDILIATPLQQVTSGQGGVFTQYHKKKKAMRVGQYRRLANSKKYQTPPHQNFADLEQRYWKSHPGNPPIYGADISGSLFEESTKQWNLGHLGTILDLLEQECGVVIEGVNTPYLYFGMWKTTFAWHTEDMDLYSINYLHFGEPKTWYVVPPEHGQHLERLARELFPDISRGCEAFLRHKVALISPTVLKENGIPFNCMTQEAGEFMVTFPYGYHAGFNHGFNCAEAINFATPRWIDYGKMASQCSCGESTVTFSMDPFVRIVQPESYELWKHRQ
SMN2 splice enh: increases expression of the SMN2 splice variant; HEK293 SMN2-luciferase splicing reporter, luminescence, 30-36 h; Potency, µM (doses to about 46.1 µM), inactives show top-dose activity change, positive = activation, actives largely listed as activators; 210,000 compounds, 2.8% hits; AID 1458; further: % of control where 0% means no effect; nearly all actives have a fitted effect of over 55% in size
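qHTS luciferase splicing reporter: luminescence rises when SMN2 exon 7 is included in transfected HEK293 cells. Compound exposure lasted 30-36 h at 37C, with 4.5 mM final sodium butyrate as control, followed by a ONE-Glo read.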
Luc counter: Kinase-Glo luciferase inhibition (counter-screen); Potency, µM (series often up to 38.3 µM), inactives show at the top dose activity change, negative = inhibition, hits mostly inhibitors; Q27757; AID 1379; Kinase-Glo luciferase, ATP luminescence, 8 min; 200,000 compounds, 0.28% hits; further: on the % scale 0 is the no-effect control and ±100 the full control effect; nearly all actives have a fitted effect of over 60% in size
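Kinase-Glo luciferase light output from ATP and luciferin was measured with 10 uM ATP, within the enzyme's linear range. Buffer: 50 mM imidazole pH 7.2, 50 mM KCl, 7 mM MgCl2, 0.01% Tween 20, 0.05% BSA; luminescence read after 8 min at ambient temperature.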
Tau fibril ThT: inhibitors of human tau fibril formation, thioflavin T binding; P10636; 270,000 compounds, 2.1% hits; AID 1460; recombinant tau K18 P301L, heparin-induced fibrillization, ThT fluorescence; Potency, µM (top dose mostly 57.4 µM), without a hit: top-dose activity, negative = inhibition, most hits filed as inhibitors; further: on the % scale 0 is the no-effect control and ±100 the full control effect; nearly all actives have a fitted effect of over 55% in size
Target sequence (P10636 561-689 P618L limits assumed): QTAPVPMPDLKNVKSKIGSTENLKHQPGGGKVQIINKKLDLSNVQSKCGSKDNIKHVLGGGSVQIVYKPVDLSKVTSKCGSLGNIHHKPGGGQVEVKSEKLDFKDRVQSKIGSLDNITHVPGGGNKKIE
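Fibril formation assay: tau K18 P301L at 15 uM with trace Alexa 594 label, heparin inducer 20 uM, pH 7 sodium acetate buffer, 37 C for 6 hr; endpoint ThT signal.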
Active calls of the source: *; i = inactive; ? = inconclusive; nt = no result given; [ ] = remark or other dose. Unless noted, the call rests on the fitted dose curve; in most records, active means well fitted curve in the direction sought with a large enough effect; inconclusive means small, poorly fitted or top-dose-only effect, or another doubt; inactive means no such curve, though single readings can be large; an effect the other way counts as inactive or inconclusive. Potency means the concentration at half of the fitted maximal effect. These rows are one share of the data, so the mix of outcomes need not match the whole.

SMILES	RECQ1 helicase	L3MBTL1 block	LMNA splice mod	ALDH1A1 block	JMJD2E inh	SMN2 splice enh	Luc counter	Tau fibril ThT
Cc1cc2ccccc2n1CCNC(=O)c1ccccc1	-17.1%	-17.7%	2.8%	?	2.7%	-54.1%[inhibitor]	-8.3%	?
COc1ccccc1CC(=O)NC1CC(C)(C)NC(C)(C)C1	1.5%	-5.2%	7.8%	-11.2%	-7.8%	4.3%	-1.6%	-15.3%
Cc1cc(O)cc(O)c1C(=O)OC1(C)C(=O)C=C2C=C(/C=C/C(=O)O)OC=C2C1=O (stereo not given)	28.2µM*	nt	nt	?	?	14.9%	0.2%	-15.9%
CC(=O)C1=C(C)NC(SCC(=O)c2ccc(Cl)cc2)=C(C#N)C1c1ccco1 (stereo not given)	i	1.3%	?	20µM*	-11.4%	-2.2%	0.2%	?
CCOC(=O)c1cnc(SCC(=O)N2CCN(c3ccccc3)CC2)nc1N	-20.3%	-2.8%	?	-1.6%	-5.5%	0.6%	-1.7%	-3.3%
Cc1ccc([N+](=O)[O-])c(-c2n[nH]c(=S)n2-c2cccc(Cl)c2)c1	-5.7%	-14.4%	nt	nt	0.8%	nt	nt	-21.8%
CC(NC(=O)COc1ccc(Br)cc1)C(=O)O (stereo not given)	6.6%	nt	7.6%	10µM*	?	?	7.9%	-3.7%
Cc1ccc(S(=O)(=O)NCC(=O)OCC(=O)c2cccs2)cc1	i	0.7%	7.4%	-1.7%	-3.3%	8.5%	-6.4%	-2.7%
CN(C)c1ccncc1C(=O)Nc1ccc(F)cc1F	11.7%	-2.9%	nt	6.1%	-10.9%	nt	nt	-2.0%
COc1cccc(OC)c1C(=O)NC(=S)Nc1ccc2oc(=O)ccc2c1	-1.0%	-3.9%	?	?	4.3%	8.2%	6.2%	-2.6%
Cc1ccc(S(=O)(=O)/C(C#N)=C/c2c(N3CCOCC3)nc3ccccn3c2=O)cc1	-4.4%	-3.2%	2.6%	2.0%	7.8%	-0.6%	-1.9%	-8.0%
O=C1CN(C(=O)CSc2nc(-c3ccccc3)cs2)c2ccccc2N1	i	-6.0%	?	6.9%	-2.2%	-47.7%[inhibitor]	3.3%	-5.7%
CC1CCCC(NC(=O)COC(=O)COc2ccc(Cl)cc2)C1C (stereo not given)	4.6%	nt	2.5%	1µM*	5.7%	6.2%	2.3%	-15.2%
COc1ccc(OC)c(NC(=O)CCC(=O)Nc2nnc(C(F)(F)F)s2)c1	3.7%	0.0%	3.9%	5.3%	4.8%	-17.2%	0.6%	4.1%
CCN1CCN(CCCNC(=O)c2cn(CCOC)c(=O)c3c2c2ccccc2n3C)CC1	-6.8%	-7.9%	-1.9%	?	?	9.5%	-0.4%	0.5%
CCN(CC)CCN1C(=O)C(O)=C(C(=O)c2cccs2)C1c1ccc(C)o1 (stereo not given)	-16.9%	3.7%	-3.2%	22.4µM*	-9.3%	6.2%	-1.9%	-16.2%
CCOc1cc(CNCC(O)c2ccccc2)cc(Cl)c1OC (stereo not given)	i	2.8%	?	0.6%	-4.9%	1.1%	-3.2%	-8.7%
COc1ccccc1OCCCn1c(C)c(C#N)c2ccccc21	-3.7%	16.8%	?	-8.4%	4.9%	-19.9%	-0.8%	?
Cc1ccc(-n2ncc(C(=O)O)c2C2CCN(C(=O)OC(C)(C)C)CC2)cc1	-2.8%	-0.1%	-4.2%	-4.2%	3.0%	-0.8%	-0.1%	-17.1%
CCC(C)NC(=O)c1nn(C)c(=O)c2ccccc12 (stereo not given)	-3.1%	1.5%	10.9%[46 µM]	5.8%	-7.5%	9.5%	-3.8%	2.9%
COc1ccc([N+](=O)[O-])cc1C1NN=C(c2cccc3ccccc23)S1 (stereo not given)	-3.3%	nt	0.1%	10µM*	-1.1%	6.3%	6.4%	-26.1%
O=c1[nH]c(Nc2ccc3c(c2)OCCO3)nnc1Cc1ccc(Cl)cc1	i	11.0%	-11.0%[46 µM]	11.4%	2.8%	-8.9%	-0.5%	9.8%
COc1ccccc1Oc1ccc(NC(=O)c2ccccc2C)cc1	i	6.3%	nt	4.4%	-3.7%	5.7%	1.1%	-9.1%
CCn1c2ccccc2c2cc(CNCc3ccc(OC)cc3OC)ccc21	i	-22.9%	nt	?	3.4%	nt	1.4%	?
O=C(CCC(=O)Nc1ccccc1)NNC(=O)C(c1ccccc1)c1ccccc1	-1.4%	5.6%	-8.3%	7.8%	0.9%	-10.1%	0.7%	-4.0%

Full records from above. Screens in order: RECQ1 helicase | L3MBTL1 block | LMNA splice mod | ALDH1A1 block | JMJD2E inh | SMN2 splice enh | Luc counter | Tau fibril ThT
`COc1cccc(OC)c1C(=O)NC(=S)Nc1ccc2oc(=O)ccc2c1` is listed with -1.0% | -3.9% | ? | ? | 4.3% | 8.2% | 6.2% | -2.6%
`CCOC(=O)c1cnc(SCC(=O)N2CCN(c3ccccc3)CC2)nc1N` is listed with -20.3% | -2.8% | ? | -1.6% | -5.5% | 0.6% | -1.7% | -3.3%
`CCN(CC)CCN1C(=O)C(O)=C(C(=O)c2cccs2)C1c1ccc(C)o1` (stereo not given) is listed with -16.9% | 3.7% | -3.2% | 22.4µM* | -9.3% | 6.2% | -1.9% | -16.2%

The list continues:
SMILES	RECQ1 helicase	L3MBTL1 block	LMNA splice mod	ALDH1A1 block	JMJD2E inh	SMN2 splice enh	Luc counter	Tau fibril ThT
O=C(O)CCC(=O)NNC(=O)c1ccc(-c2ccccc2)cc1	i	8.8%	-1.8%	7.0%	-3.4%	25.8%	-3.0%	-2.8%
O=C(CNCc1ccccc1Cl)NCc1ccco1	13.2%	50.2%[activator]	nt	4.5%	-31.0%	13.0%	0.4%	-5.9%
COc1cc(/C=C/c2nnc3c4ccccc4ncn23)cc(OC)c1OC	0.0%	-4.9%	-24.1%	-1.2%	-7.8%	nt	nt	4.9%
CC(C)OC(=O)Cn1c(=O)sc2ccccc21	3.8%	nt	9.0%	6.6%	-0.2%	16.2%	-0.4%	-7.0%
NC1CCN(O)C1=O (stereo not given)	-5.4%	nt	?	-6.5%	5.0%	-2.0%	0.2%	?
Cc1cc(N2CCN(C)CC2)ccc1NC(=O)c1cccc(S(=O)(=O)N2CCc3ccccc3C2)c1	-2.0%	11.8%	nt	-12.4%	-5.5%	-4.7%	-0.4%	-15.8%
O=C(Nc1ccnc(-c2ccncc2)n1)c1ccccc1Cl	1.9%	12.0%	?	-7.6%	4.4%	-15.2%	-0.3%	0.7%
CCOC(=O)C1CCN(C(=O)CCS(=O)(=O)c2ccc3c(c2)CCN3C(C)=O)CC1	-7.3%	nt	13.1%	12.7%	-5.7%	-19.5%	-1.2%	-6.9%
CCn1cc(CNC(=O)CCc2ccc(OC)cc2)cn1	i	5.5%	6.7%	-7.7%	-5.4%	2.0%	0.0%	-2.8%
COC(=O)C1=C(C)NC2=C(C(=O)C(C(=O)OC)C(c3ccc(OC)cc3)C2)C1c1ccccn1 (stereo not given)	-3.3%	-3.5%	6.3%	?	?	1.2%	-3.5%	-0.9%
Cc1ccc(NC(=O)c2snc3c(=O)[nH]cnc23)cc1C	i	nt	5.2%	1.3%	2.3%	-10.4%	4.4%	-19.3%
CC1(C)CC(N(Cc2ccco2)C(=O)Cc2ccccc2)CCO1 (stereo not given)	6.8%	-5.4%	-4.1%	0.6%	-5.8%	-8.9%	-3.0%	-8.1%
N#C/C(=C\Nc1ccc(F)c(Cl)c1)C(=O)C1CC1	17.8%	9.2%	nt	nt	0.3%	nt	nt	-2.5%
Cn1c(CSCc2ccccc2Cl)nnc1SCC(=O)Nc1nccs1	-0.7%	0.0%	?	1.7%	9.1%	-32.4%[inhibitor]	5.4%	-7.0%
NC(=O)c1c(NC(=O)Cc2cccs2)sc2c1CCC2	-15.5%	-28.3%	?	?	-4.4%	-22.7%	-3.1%	-17.8%
COc1ccc(CNCC(O)(c2ccc(Cl)cc2)c2ccc(Cl)cc2)cc1OC	14.1µM*	-3.9%	?	-0.4%	6.9%	-23.6%	0.0%	-9.6%
Cc1ccc(Cl)cc1NS(=O)(=O)c1c(C)[nH]c(=O)[nH]c1=O	-3.4%	13.2%	-5.7%	-4.4%	-2.5%	-3.9%	7.8%	-9.3%
COc1ccc(NC(=O)CCn2nc(C)cc2C)cc1	-11.9%	6.0%	12.6%	-8.5%	1.2%	-10.5%	-2.4%	2.7%
COc1ccc(NC(=O)COC(=O)CNS(=O)(=O)c2ccc(C)cc2)c(OC)c1	9.5%	4.1%	-0.2%	3.7%	17.4%	-11.4%	-0.3%	0.6%
COc1ccc(Oc2coc3cc(OCC(=O)N4CCCCC4)ccc3c2=O)cc1	0.7%	0.0%	?	-9.3%	-2.3%	-38.2%[inhibitor]	2.5%	-21.3%
CCCCc1c(C)c2ccc(OC)c(/C(C)=N\O)c2oc1=O	9.0%	1.0%	?	?	?	-13.1%	-4.7%	-17.0%
COc1ccc(-c2nn(CCC(=O)O)cc2/C=C/C(=O)O)cc1[N+](=O)[O-]	8.0%	17.6%	-2.8%	-5.7%	-19.3%	-9.9%	1.1%	-0.9%
Cc1ccc(C)c2[nH]c(=O)c(CCNC(=O)C(C)C)cc12	-10.3%	1.1%	-1.4%	2.9%	2.2%	-3.2%	3.5%	5.7%
CC(C)(C)c1ccc(NC(=O)COC(=O)c2ccc([N+](=O)[O-])s2)cc1	5.4%	-17.6%	14.9%	?	-0.4%	2.5%	5.3%	1.8%
COc1cccc(Nc2nc(N)nc(-c3oc4ccccc4c3C)n2)c1	-12.6%	-1.7%	?	?	?	?	-1.9%	?

2 neighbouring records out of the list so far, for reference:
SMILES	RECQ1 helicase	L3MBTL1 block	LMNA splice mod	ALDH1A1 block	JMJD2E inh	SMN2 splice enh	Luc counter	Tau fibril ThT
O=C(O)CCC(=O)NNC(=O)c1ccc(-c2ccccc2)cc1	i	8.8%	-1.8%	7.0%	-3.4%	25.8%	-3.0%	-2.8%
O=C(CNCc1ccccc1Cl)NCc1ccco1	13.2%	50.2%[activator]	nt	4.5%	-31.0%	13.0%	0.4%	-5.9%
